From PubChem
Calpain2 inh: calpain II (pig) inhibition | inhibition, % at 16 µM | 220,000 compounds, 0.37% hits | purified calpain II, fluorogenic peptide substrate, 30 min;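 active = inhibition above about 50%, limit read from the data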
eIF4E 4G PPI: inhibitors of eIF4E and eIF4G interaction in translation initiation; inhibition, % at 21.7 µM; TR-FRET eIF4E-eIF4GI(517-606) binding, 2 h; AID 782; 220,000 compounds, 0.37% hits;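 active = inhibition above about 30%, limit read from the data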;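 also: 0% = full FRET control wells and 100% = background wells lacking eIF4GI fragment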
zVAD death inh: blocks zVAD induced death of L929 cells | L929 zVAD necroptosis rescue, ATP luminescence, 24 h; with zVAD 60 µM | viability rescue, % at 10 µM | 220,000 compounds, 0.38% hits;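 active = activation, scaled between plate controls, above about 75%, limit read from the data; inactive = activation under that limit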;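 also: 0% = zVAD with DMSO and 100% = DMSO alone without zVAD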
PERK inh: blocks human PERK kinase; Q9NZJ5; CHO PERK-DD fusion, SEAP luminescence translation reporter; inhibition, % at 5.6 µM; 220,000 compounds, 0.17% hits;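 active = inhibition above the mean inhibition of all tested compounds plus 3 SD, set separately per screening campaign, cut at about 2.9% in these data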;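 also: PERK kinase domain activated by AP20187 dimerizer at 100 nM; 0% = DMSO with dimerizer and 100% = rapamycin at 8.4 µM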
MDM2 E3 inh: inhibitors of human Mdm2 E3 ubiquitin ligase; signal enhancement, % at 5 µM; 210,000 compounds, 0.11% hits; cell-based MDM2 ubiquitination luciferase reporter, 2 h; 0 = plate control, 100 = twice control, blank-subtracted; Q00987; AID 1230;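 active = signal enhancement of 30% or more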;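 also: luminescence tracks abundance of the self-degrading MDM2-luciferase fusion protein; higher signal means inhibition of MDM2 E3 ligase activity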
Target sequence (Q00987 whole entry, looked up, the tested form may be a part): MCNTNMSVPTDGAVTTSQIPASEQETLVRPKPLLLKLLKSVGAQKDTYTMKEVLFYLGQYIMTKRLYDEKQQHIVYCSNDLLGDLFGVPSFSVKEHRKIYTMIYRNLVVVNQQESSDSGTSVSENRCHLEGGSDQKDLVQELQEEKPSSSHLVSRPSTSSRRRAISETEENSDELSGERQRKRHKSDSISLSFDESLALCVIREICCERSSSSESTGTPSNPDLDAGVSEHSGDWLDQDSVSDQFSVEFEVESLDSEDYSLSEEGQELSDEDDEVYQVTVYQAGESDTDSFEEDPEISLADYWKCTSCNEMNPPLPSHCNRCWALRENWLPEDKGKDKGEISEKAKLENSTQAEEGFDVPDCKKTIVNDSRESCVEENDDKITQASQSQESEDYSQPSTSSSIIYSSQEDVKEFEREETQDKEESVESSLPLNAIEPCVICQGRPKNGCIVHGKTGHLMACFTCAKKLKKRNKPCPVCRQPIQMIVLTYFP
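Assay system: stable mammalian line carrying autodegrading MDM2–luciferase fusion reporter; amount: 2000 cells seeded into each well; buffer or medium: DMEM; benchmarks: plate control and blank wells; signal: luciferase luminescence; timing: 2 h compound exposure at 37 °C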
KCC2 mod: modulators of human KCC2 chloride dependent transport | Q9H2X9 | KCC2 cells, thallium flux FluoZin-2 fluorescence | B-score of Tl+ flux slope (higher = more flux/activation; lower = inhibition) at 10 µM | 190,000 compounds, 2.2% hits | AID 1456;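 active = thallium flux slope and its plate-corrected score both differing from the plate sample mean at a set confidence after two filtering rounds, in either direction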;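 also: slope of fluorescence scaled to starting intensity during 10 to 20 s after thallium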
Rad51 HR inh: Rad51 (human) homologous recombination inhibition; inhibition, % at 10 µM; 200,000 compounds, 0.085% hits; hRad51 DNA strand exchange, fluorescence dequenching; AID 1385;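 active = inhibition above 40% at the single screening dose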;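 also: 0% = DMSO control wells and 100% = blanks with heterologous ssDNA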
Target sequence (Q06609 whole entry, looked up): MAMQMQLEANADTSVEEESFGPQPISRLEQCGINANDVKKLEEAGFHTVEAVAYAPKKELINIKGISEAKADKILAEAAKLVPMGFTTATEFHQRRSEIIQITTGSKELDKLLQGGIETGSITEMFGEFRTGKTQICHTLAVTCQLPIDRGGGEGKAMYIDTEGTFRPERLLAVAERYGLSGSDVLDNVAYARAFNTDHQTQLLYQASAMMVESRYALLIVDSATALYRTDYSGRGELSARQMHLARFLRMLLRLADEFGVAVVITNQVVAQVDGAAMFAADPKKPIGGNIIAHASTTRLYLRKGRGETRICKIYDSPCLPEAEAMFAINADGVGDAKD
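Assay system: Human Rad51 nucleoprotein filaments preassembled on unlabelled ssDNA | Reagent: Donor/quencher-labelled 47-bp dsDNA substrate | Doses: One concentration, 10 µM final | Times: 37 °C 15-min filament assembly, 30-min compound preincubation, 15-min exchange | Technique: Fluorescein emission 520 nm, excitation 485 nm | Benchmarks: Plate control and blank wells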
EBV gp42 inh: blocks Epstein-Barr virus glycoprotein 42 binding. Fluorescence polarization binding assay, mP read-out. inhibition, % (tested at 21.74 µM). 220,000 compounds, 0.42% hits. Q1HVG2; in the data active = inhibition above about 50%
Target sequence (Q1HVG2 whole entry, looked up): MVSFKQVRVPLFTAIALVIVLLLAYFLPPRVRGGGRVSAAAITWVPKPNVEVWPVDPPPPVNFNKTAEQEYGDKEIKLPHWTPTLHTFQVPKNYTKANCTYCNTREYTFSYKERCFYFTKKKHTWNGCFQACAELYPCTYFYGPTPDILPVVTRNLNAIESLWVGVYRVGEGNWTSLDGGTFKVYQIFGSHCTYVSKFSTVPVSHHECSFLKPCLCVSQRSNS
TNF necrop inh: blocks TNF-alpha induced death of Jurkat FADD-/- cells | Jurkat FADD-/- TNF necroptosis rescue, ATP luminescence, 24 h; 0 = TNF only, 100 = no-TNF cells | activation (protection from cell death), % at 10 µM | 220,000 compounds, 0.068% hits;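 active = activation, meaning protection from cell death, of at least 50% relative to plate controls; inactive = activation below 50%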;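 also: necroptosis triggered by 40 ng/mL TNF-alpha added together with compound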
Starred values were filed as active, the others as inactive; x = no result given; [ ] = another dose, or the depositor's remark.

SMILES | Calpain2 inh | eIF4E 4G PPI | zVAD death inh | PERK inh | MDM2 E3 inh | KCC2 mod | Rad51 HR inh | EBV gp42 inh | TNF necrop inh
CCOC(=O)N1CCC(Nc2c(NCCCN3CCN(C4CCCCC4)CC3)c(=O)c2=O)CC1 | -27 | -1 | 3.1 | 0.7 | -8 | 0.93 | 0 | -15 | 1.4
CC(=O)N1N=C(c2ccc(C)o2)CC1c1ccc(Br)cc1 (stereo unspecified) | 24 | 1 | 0.2 | -1.0 | -15 | x | -39 | -17 | 34
Cc1cc(C)c(C#N)c(SCc2ccc(F)cc2)n1 | -16 | 0 | 2.5 | 0.9 | 13 | -0.024 | 10 | 9 | 0.2
Cc1cnc(CN2CCc3c([nH]c4ccccc34)C2CC(C)C)[nH]1 (stereo unspecified) | -38 | -2 | 0.4 | 0.2 | 1 | 0.53 | -8 | 2 | -0.8
C/C(=N\NC(=O)COc1ccccc1-c1ccccc1)c1ccccn1 | -3 | 1 | 55 | -1.3 | -11 | -0.47 | 4 | -9 | -8.2
Cc1cccc(C)c1NC(=O)CSc1nnc(C)n1-c1ccccc1 | -10 | 4[fluorescence artefact?] | -0.2 | 0.0 | -2 | 0.61 | 3 | -1 | -0.6
CC[C@H](C)[C@H](NC(N)=O)C(=O)Nc1ccc(OC)c(Cl)c1 | -21 | 0 | 1.8 | 0.4 | -7 | -0.019 | 8 | -9 | 1.4
CC(=O)Nc1ccc(NC(=O)CSc2ccc(C(F)(F)F)cc2[N+](=O)[O-])cc1 | -4 | -1 | 2.4 | 0.3 | -6 | 0.032 | -7 | -19 | 1.3
COc1ccc(OC)c(C(c2nnnn2C2CCCC2)N2CCc3ccccc3C2)c1 (stereo unspecified) | -5 | 0 | -0.3 | -0.8 | -5 | x | x | 2 | -5.9
C=C(C)C1(O)OC(=O)C=C1OC (stereo unspecified) | -14 | -1 | -1.6 | 0.3 | 11 | -0.5 | 1 | -15 | -4.8
COc1ccc(-n2c(SCC(=O)Nc3ccc4c(c3)OCO4)nc3c(c2=O)SCC3)cc1 | -74 | -1 | -0.4 | 0.3 | 2 | 0.012 | 1 | -8 | -0.3
C/C(CC(=O)Nc1ccccn1)=N\NC(=O)Cc1cccc2ccccc12 | 7 | 0 | 0.2 | 0.4 | -7 | x | -5 | -5 | -2.7
FC(F)(F)c1cccc(N2CCN(CC3CC4C=CC3C4)CC2)c1 (stereo unspecified) | 16 | 17 | 0.0 | -0.9 | -2 | -0.69 | 1 | -28 | -0.5
Cc1ccc(N2CCN(S(=O)(=O)N3CCCCC3)CC2)cc1Cl | 10 | -2 | 0.4 | 0.4 | -14 | -0.013 | 2 | -9 | 1.5
Cc1ccccc1C(=O)OCn1nnc2ccccc2c1=O | -21 | 5 | 2.9 | -0.2 | -5 | -0.72 | 0 | 3 | 1.3
Cc1ccc(C(C(=O)NC2CCCCC2)N(C(=O)Cc2c[nH]c3ccccc23)c2ccccc2C)o1 (stereo unspecified) | -10 | -4[fluorescence artefact?] | 0.1 | 0.7 | -17 | 0.24 | 2 | -5 | 0.5
CN(c1ccc(C(=O)N2CCc3ccccc3C2)cc1)S(C)(=O)=O | 11 | 2[fluorescence artefact?] | -0.6 | -1.1 | -16 | -0.56 | -11 | 2 | -0.7
C=CCc1ccccc1OCC(=O)N/N=C/c1ccccc1OCC | -4 | 0 | x | 0.5 | 4 | 0.43 | 16 | -3 | 3.1
CCn1c(SCc2nc3sc(C(=O)O)c(C)c3c(=O)[nH]2)nc2ccccc21 | -11 | 30 | 0.7 | 0.9 | x | -0.23 | x | 19 | 0.4
COC(=O)c1[nH]c2ccc(C)cc2c1NC(=O)CN1CCN(C(=O)c2ccccc2)CC1 | -144 | 0 | 0.4 | -0.1 | 0 | -0.059 | -1 | 2 | -2.9
Cc1cc(C)cc(OCC(=O)O/N=C(\N)Cc2ccc([N+](=O)[O-])cc2)c1 | 25 | -1 | 3.7 | 0.6 | -24 | 0.21 | 17 | 2 | -2.0
CC(C)c1ccccc1NC(=S)NCc1ccccc1F | 15 | 5[fluorescence artefact?] | -0.4 | 0.3 | -5 | -0.67 | 1 | -11 | -4.0
CCc1cccc2c(C(=O)Cn3nnc(-c4ccc(OC)c(OC)c4)n3)c[nH]c12 | -191 | 1 | -0.8 | 0.0 | -6 | 0.45 | x | -4 | -1.2
O=C(O)c1cc(S(=O)(=O)Nc2ccccc2C(=O)O)ccc1O | -33 | 12 | 4.2 | 0.5 | -20 | x | 8 | -16 | 0.7
CCOC(=O)c1c(C)[nH]c(C(=O)COC(=O)c2ccccn2)c1C | -7 | 0 | 0.1 | -0.3 | 3 | -0.75 | -4 | -82 | -0.9
Cc1ccc(C(=O)O/N=C(\c2ccccc2)c2cccnc2)cc1 | 7 | 8 | 0.2 | 0.5 | -26 | -0.86 | 3 | -5 | 1.0
Cc1ccc2[nH]c(=O)c(CNC(C)C)cc2c1 | -25 | 0 | -0.3 | 0.1 | -1 | 0.95 | 1 | -9 | 0.8
CCOc1cc(C(=O)Nc2nnc(C)s2)cc(OCC)c1OCC | 4 | 5 | 0.7 | -0.1 | -23 | -1.6 | -1 | -3 | 0.4
COc1cc(CCC(=O)Nc2ccc(C)c(S(=O)(=O)N(C)C)c2)cc(OC)c1OC | 0 | -3 | 0.5 | -0.7 | -4 | -0.44 | -1 | -7 | 0.5
Cc1ccc(NC(=O)CC2=NC(=O)C(CC(=O)Nc3ccccc3F)S2)cc1 (stereo unspecified) | -44 | 2 | 8.1 | -0.6 | -20 | -0.31 | 23 | 18 | 1.8
CCCCCCOc1ccc(/C(N)=N/O)cc1 | 34 | -10 | 0.2 | -0.3 | -8 | 0.06 | -8 | -9 | -12
Clc1ccc(CSc2nnc(CN3CCOCC3)n2-c2ccccc2)cc1Cl | -35 | 5 | -0.3 | -1.9 | 1 | -0.62 | -7 | -1 | -0.7
O=C(O)CCc1c(C(=O)O)[nH]c2ccccc12 | -2 | 3 | -0.2 | 1.4 | -6 | 0.16 | 3 | -7 | -1.4
CCOc1ccccc1OCCn1nnc2ccccc21 | -48 | 9[fluorescence artefact?] | -1.1 | -0.7 | -9 | -0.16 | -7 | -10 | -1.9
O=C1CC[C@@H](CN(Cc2ccccn2)Cc2nc(Cc3cccc(C(F)(F)F)c3)no2)N1 | -21 | 1 | -1.3 | 1.0 | -7 | 1.1 | -43 | -9 | 1.4
CC(=O)N1C2CCCCC2S[C@H]2CCCCC21 (stereo partly specified) | -13 | -4[fluorescence artefact?] | -0.5 | 1.7 | -7 | -0.32 | 5 | -4 | -4.2
CN1CCN(C(=O)c2ccc(N(Cc3ccc(Cl)cc3)S(C)(=O)=O)cc2)CC1 | -14 | -7[fluorescence artefact?] | 1.1 | -1.3 | -1 | 1.4 | 1 | -14 | 1.9
Cc1[nH]c(=O)[nH]c(=O)c1S(=O)(=O)NCCOC12CC3CC(CC(C3)C1)C2 | -7 | -5[fluorescence artefact?] | 1.7 | 0.8 | -16 | -0.0098 | 7 | -27 | 2.0
O=C(Nc1ccc(F)c(F)c1)c1oc2ccccc2c1NC(=O)C1CCCO1 (stereo unspecified) | -36 | -1 | 3.8 | 0.6 | -2 | -0.83 | 14 | -18 | 1.7
CN(C)CCCNc1oc(-c2ccc(Cl)cc2)nc1C#N | -413 | -4 | 1.5 | 0.2 | -1 | 0.99 | -2 | -12 | 2.3
O=S1(=O)C=CC(Sc2nc3ccccc3[nH]2)C1 (stereo unspecified) | -22 | 9[fluorescence artefact?] | -0.3 | 1.4 | -5 | -0.25 | 4 | -6 | -3.1
Cc1c(N2C(=O)CSC23C(=O)Nc2ccccc23)c(=O)n(-c2ccccc2)n1C (stereo unspecified) | 1 | 3[fluorescence artefact?] | 1.1 | 1.2 | 8 | x | -9 | -13 | -0.2
O=C(CCNS(=O)(=O)c1ccc(Br)cc1)NCc1cccs1 | -40 | -1 | 5.6 | 0.5 | -10 | -0.0098 | -31 | -15 | 3.0
c1ccc(Sc2ncnc3ccccc23)cc1 | -10 | -1 | 0.1 | 1.5 | x | -0.94 | 6 | -3 | -6.5
Cc1c(C)c2ccc(OS(C)(=O)=O)cc2oc1=O | -220 | -1 | 2.0 | 0.2 | x | -0.12 | x | -20 | 1.6
Cc1ccc(-n2nnnc2SCC(=O)Nc2cccc(NC(=O)c3ccco3)c2)cc1C | -35 | -8 | 2.8 | -1.2 | -16 | x | 2 | 2 | -2.7
COc1ccc(/C=C/c2nnc(NC(=O)C(C)C)s2)cc1 | -79 | 1 | -0.6 | -0.1 | 2 | 0.3 | x | -17 | 1.4
COc1cc(CNCc2ccc(SC)cc2)cc(OC)c1 | 0 | -6[fluorescence artefact?] | 0.3 | -1.2 | -10 | 1.1 | 2 | -23 | 3.0
N#Cc1ccc(NC(=O)CCc2nc3ccccc3s2)cc1 | -13 | 16[fluorescence artefact?] | 0.7 | 0.6 | 6 | -2.7 | 4 | -4 | 1.3
Cc1ccccc1Oc1ccccc1N | 3 | -2 | 0.3 | 1.7 | -9 | 0.61 | 14 | -18 | -4.8
CCN=C(Nc1cccc(F)c1)SC1CC(=O)N(c2ccc(OC)cc2)C1=O (stereo unspecified) | 22 | 2 | 0.3 | -0.9 | -20 | 1.4 | 5 | -1 | -1.8
CC(C)NC(=O)NS(=O)(=O)c1cnccc1N1CCCCC1 | 19 | -2 | 0.4 | 1.2 | 3 | -0.6 | -6 | -5 | -1.4
COc1ccc(C2C=C(C34CC5CC(CC(C5)C3)C4)NC(=S)N2)cc1 (stereo unspecified) | -33 | 14 | 0.3 | 0.0 | 15 | 0.53 | -7 | -12 | -2.6
O=C(O)CCC(=O)Nc1ccc(NC(=O)c2ccc(Cl)cc2Cl)c(Cl)c1 | -1 | -5 | 4.3 | 0.7 | 5 | -0.72 | -1 | -5 | 0.2
COC(=O)c1cn(NC(=O)CCC2CCCC2)c(=O)c2ccccc12 | 23 | 0 | 0.3 | -0.2 | -25 | 0.15 | 0 | -19 | 0.6
CC1CCN(C2CCN(C(=O)c3ccccc3F)CC2)CC1 | -12 | 0 | -0.3 | 1.0 | -8 | -0.11 | -3 | -9 | -2.0
CCCCN(CC)Cc1ccc(CNC(=O)Nc2ccc(OCC)cc2)o1 | -6 | 1 | -0.3 | -1.1 | -10 | 0.79 | 2 | -14 | 1.8
Cc1cc(F)c(F)c(C(=O)N2CCN(C)CC2)c1Cl | 19 | 1 | -0.3 | 0.5 | -2 | -0.24 | x | 3 | -2.9

Filtered by structure, the entries above with a nitro group on carbon (2)
SMILES | Calpain2 inh | eIF4E 4G PPI | zVAD death inh | PERK inh | MDM2 E3 inh | KCC2 mod | Rad51 HR inh | EBV gp42 inh | TNF necrop inh
CC(=O)Nc1ccc(NC(=O)CSc2ccc(C(F)(F)F)cc2[N+](=O)[O-])cc1 | -4 | -1 | 2.4 | 0.3 | -6 | 0.032 | -7 | -19 | 1.3
Cc1cc(C)cc(OCC(=O)O/N=C(\N)Cc2ccc([N+](=O)[O-])cc2)c1 | 25 | -1 | 3.7 | 0.6 | -24 | 0.21 | 17 | 2 | -2.0
